# From PubChem BioAssay
# RBX1-CUL1 inh – inhibitors of human ROC1-CUL1 ubiquitin ligase activity; E3 ubiquitin-protein ligase RBX1 (Homo sapiens) + Cullin-1 (Homo sapiens), P62877+Q13616; in vitro K48 di-Ub FRET, acceptor:donor ratio, 45 min; inhibition, % at 10 µM; hit rate 0.6% among 140,000; in the data active = inhibition above about 25%
# Target sequence (P62877 whole entry, looked up): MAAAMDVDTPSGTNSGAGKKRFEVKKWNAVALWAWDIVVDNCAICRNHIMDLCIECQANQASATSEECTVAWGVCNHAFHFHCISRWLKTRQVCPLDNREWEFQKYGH
# Target sequence (Q13616 whole entry, looked up): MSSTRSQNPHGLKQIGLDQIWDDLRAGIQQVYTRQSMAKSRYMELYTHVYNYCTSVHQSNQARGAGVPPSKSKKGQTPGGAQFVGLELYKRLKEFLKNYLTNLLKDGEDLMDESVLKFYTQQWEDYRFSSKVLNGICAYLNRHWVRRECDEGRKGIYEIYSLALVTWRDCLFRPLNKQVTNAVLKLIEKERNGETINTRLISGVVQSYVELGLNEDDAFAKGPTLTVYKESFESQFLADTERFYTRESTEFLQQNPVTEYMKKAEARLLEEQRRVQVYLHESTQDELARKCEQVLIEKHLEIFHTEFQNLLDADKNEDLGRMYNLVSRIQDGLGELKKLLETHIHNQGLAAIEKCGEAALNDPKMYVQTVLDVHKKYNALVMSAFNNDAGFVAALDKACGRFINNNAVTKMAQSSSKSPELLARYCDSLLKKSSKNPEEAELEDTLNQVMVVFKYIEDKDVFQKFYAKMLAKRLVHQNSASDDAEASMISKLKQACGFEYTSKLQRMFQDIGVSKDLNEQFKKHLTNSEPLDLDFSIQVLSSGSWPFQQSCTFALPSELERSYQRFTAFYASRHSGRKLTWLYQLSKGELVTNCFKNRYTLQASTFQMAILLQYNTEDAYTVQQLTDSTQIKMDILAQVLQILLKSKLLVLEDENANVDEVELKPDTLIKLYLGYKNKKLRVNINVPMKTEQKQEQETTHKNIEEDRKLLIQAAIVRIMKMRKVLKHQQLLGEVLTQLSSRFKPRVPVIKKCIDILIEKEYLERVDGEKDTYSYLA
# Numbers without * were called inactive; & = joins results of further samples. The list is partial. The share of hits here may be higher or lower than overall.
No.	SMILES	RBX1-CUL1 inh
1	CCSc1nnc(NC(=O)C(C)c2ccc(CC(C)C)cc2)s1 (stereo unspecified)	11
2	FC(F)(F)c1ccc(-c2nnc3sc(-c4ccccc4C(F)(F)F)nn23)cc1	4
3	CC(C)c1ccc(NC(=O)c2cnc3sc(N4CCOCC4)nn3c2=O)cc1	1
4	Cc1ccc(C(=O)N=C2C(=O)N3C=CC=CC3=NC2C)cc1 (stereo unspecified)	-5
5	O=C(CN1CCN(c2ccccc2)CC1)Nc1ccc(F)c(Cl)c1	0
6	COc1cccc(C(=O)c2sc3nc(-c4ccccc4)cc(C(F)(F)F)c3c2N)c1	-4
7	N#CCCN(CC1COc2ccccc2O1)C(=O)c1ccccc1 (stereo unspecified)	-6
8	CCc1ccc(CNC(=O)c2ccc(CSc3nc4ccncc4n3Cc3ccccc3)cc2)cc1	-5
9	Cc1cc(C(F)(F)F)nn1CC(=O)NCC1CCCO1 (stereo unspecified)	-10
10	C=CCn1c(SCC(=O)Nc2ccc(C)cc2)nnc1C1CC1	-4
11	c1nc(N2CCCC2)c2c3c(sc2n1)CCCC3	0
12	CCCCS(=O)(=O)N1CCN(c2ccc(OC)cc2)CC1	-5
13	O=C(O)Cc1ccc([N+](=O)[O-])cc1Sc1ccc(Cl)cc1	-3
14	COc1ccc(-c2csc3ncn(CC(=O)Nc4cccc5ccccc45)c(=O)c23)cc1OC	0
15	O=C1C([N+](=O)[O-])C(=O)N(c2ccccc2)C(=O)N1c1ccccc1	7
16	CNC(=O)c1ccc(CSc2nc3cccnc3n2Cc2cccc(F)c2)cc1	-7
17	CC(=O)C(C(=N)NC(=O)c1ccccc1)C(C)=O	0
18	Cc1ccc(CNC(=O)CN(c2ccc(Cl)cc2Cl)S(=O)(=O)c2ccccc2)cc1	3
19	C=C(C)C1CC=C(C)/C(=N\NC(=O)c2sc3ccccc3c2Cl)C1 (stereo unspecified)	-4
20	CCN(CC)C(=O)C1C(C)=Nc2nc3ccccc3n2C1c1cccc(Cl)c1 (stereo unspecified)	-2
21	Cc1ccc(Cc2nc3ccccc3nc2SCC(=O)N2CCN(c3ccc(F)cc3)CC2)cc1	3
22	Cc1cccc(Cc2c(C)nc(N3CCN(C)CC3)[nH]c2=O)c1	7
23	COc1ccccc1NS(=O)(=O)c1cc(NC(=S)NC(=O)C23CC4CC(CC(C4)C2)C3)ccc1N1CCCCC1	3
24	Cc1nc(NC(=O)c2ccc(Br)o2)sc1C(=O)N(C)C	5
25	CCn1c(COc2ccc3c(c2)OCO3)nnc1SCC(=O)c1ccc(Cl)cc1	-5
26	Cc1cc(/C=C2\C(=O)NN(c3ccccc3)C2=O)c(C)n1-c1ccc(Cl)c(Cl)c1	0
27	Cc1cccc(COc2ccc(C(C)(N)C(=O)O)cc2)c1 (stereo unspecified)	-7
28	Cc1cccc2c(C(=O)O)cc(-c3cc4ccccc4o3)nc12	4
29	C#CCn1c(C2CC(=O)N(c3ccc(OCC)cc3)C2)nc2ccccc21 (stereo unspecified)	-1
30	CCCCCCC1=NN(C(=O)Cc2ccc(OC)c(OC)c2)C(O)(C(F)(F)F)C1 (stereo unspecified)	-2
31	COc1ccc(C2C(C(=O)c3ccccc3)C(=O)C(=O)N2c2ccccn2)cc1OC (stereo unspecified)	5
32	O=C1C(=O)N(c2cccc(C(F)(F)F)c2)C(c2ccccc2Cl)C1C(=O)c1ccc(Br)cc1 (stereo unspecified)	-14
33	CC(=O)N1c2ccccc2C(C)(c2ccc(C)cc2)CC1(C)C (stereo unspecified)	-12&5
34	Cc1cccc(NC(=O)CSc2nccn2Cc2ccc(F)cc2)c1C	-1
35	CN(c1ccccc1)c1ccncc1N	-5
36	CC(=O)c1c(C)n(-c2ccc(C)cc2)c2ccc(OC(=O)COc3ccccc3)cc12	-6
37	Cc1nc2nc[nH]n2c(=O)c1Cc1ccc(Br)cc1	3
38	CC(Sc1ncc(S(=O)(=O)c2ccc(C(C)C)cc2)c(N)n1)C(=O)Nc1ccccc1 (stereo unspecified)	0
39	CC(C)C(=O)N1CCN(Cc2ccccc2Cl)CC1	1
40	c1ccc(-c2cc(-c3ccccc3)c(-c3ccccc3)[nH]2)cc1	-3
41	CCCC(C)NC(=O)C(CC)c1ccccc1 (stereo unspecified)	0
42	CN1CCC(N2CCCC(NC(=O)c3cnn(-c4ccccc4)c3)C2)CC1 (stereo unspecified)	10
43	CC(=O)N1CC(=O)N(CC(=O)N(Cc2ccccc2)c2nc(-c3ccccc3)cs2)C1=S	2
44	CCCCc1c([O-])[n+](-c2ccccc2)c2ccc(-c3ccccc3)nn2c1=O	-4
45	COc1ccc(-c2nc(-c3ccccc3)c(-c3ccc(C(=O)c4ccccc4)cc3)[nH]2)cc1	3

# 3 of these compounds, set out differently:
(41) CCCC(C)NC(=O)C(CC)c1ccccc1 (stereo unspecified)
- RBX1-CUL1 inh: 0
(42) CN1CCC(N2CCCC(NC(=O)c3cnn(-c4ccccc4)c3)C2)CC1 (stereo unspecified)
- RBX1-CUL1 inh: 10
(43) CC(=O)N1CC(=O)N(CC(=O)N(Cc2ccccc2)c2nc(-c3ccccc3)cs2)C1=S
- RBX1-CUL1 inh: 2

# More compounds:
No.	SMILES	RBX1-CUL1 inh
46	Cn1cc(-c2cnc(N)c(N3CCCC(OCc4ccccn4)C3)n2)cn1 (stereo unspecified)	8
47	COc1cc(OC)c2c(c1)C1(CCC(=O)O1)C1(CCC(=O)O1)c1cc(OC)cc(OC)c1-2 (stereo unspecified)	-8
48	CCc1ccc(NC(=O)C2CCN(S(=O)(=O)c3c(C)noc3/C=C/c3ccco3)CC2)cc1	-8
49	Clc1ccccc1CC1CN(Cc2cccnc2)CCO1 (stereo unspecified)	5
50	c1ccc(-c2ncc3c(n2)CCCC3NCc2cccnc2)cc1 (stereo unspecified)	2
51	CCOC(=O)c1ccc(NC(=O)c2c(-c3c(F)cccc3Cl)noc2C)cc1	-6
52	COCc1c(C(=O)N2CCN(C3CCCC3)CC2)cnn1-c1ncc2c(n1)-c1ccccc1CC2	-1
53	Cc1ccc(C2=Nc3ccccc3N=C(c3ccc(F)cc3)C2)c(O)c1	-5
54	CCSc1nc2sc3c(c2c(=O)n1-c1ccc(C)c(Cl)c1)CCN(C(C)=O)C3	-3
55	O=C(CSc1nccn1Cc1ccc(F)cc1)NCc1ccccc1	3
56	COc1ccc(-c2nc3ccccc3s2)cc1NC(=O)c1ccc(F)cc1	-7
57	COc1cc(Br)c(OC(C)=O)c(/C=C/c2ccc3cccc(OC(C)=O)c3n2)c1	3
58	Cc1ccccc1CCC1CCCN(C(=O)c2ccco2)C1 (stereo unspecified)	-9
59	FC(F)(F)c1ccc(-c2nnc(-c3cccs3)o2)cc1	3
60	O=C(Nc1ccc(C(=O)N2CCOCC2)cc1)c1ccco1	1
61	Fc1ccc(-c2nn3c(C(F)(F)F)nnc3s2)cc1	3
62	CCOC(=O)Cn1c(=O)n(C2CCCCC2)c2nc(-c3ccc(Cl)cc3)nc(C(N)=O)c21	-10
63	Cc1c(C(=O)NCC2OCCc3ccccc32)cnn1-c1ncc2c(n1)-c1ccccc1CCC2 (stereo unspecified)	-3
64	CC(C)COc1cccc(C(=O)NCc2ccccc2)c1	-9
65	CCc1c(C)c(C#N)c2nc3ccccc3n2c1Nc1ccc(Cl)cc1	-3
66	Nn1cnn(Cc2ccccc2)c1=S	4
67	CS(=O)(=O)N1CCN(c2ccc(NC(=O)c3ccc(Br)o3)cc2)CC1	-4
68	CSCCC(NS(=O)(=O)c1ccc2c(c1)oc(=O)n2C)C(=O)NCc1ccc(F)cc1 (stereo unspecified)	-1
69	Cc1ccc(O)c(C(=O)c2cnc3c(c2)COc2ccccc2-3)c1	3
70	CSc1ccc(CCNC(=O)c2cc(C)nc3c2c(C)nn3-c2cccc(F)c2)cc1	-2
71	Cc1ccc2c(CC(=O)Nc3c(C(=O)c4ccc(F)cc4)oc4ccccc34)coc2c1	3
72	COc1ccc(OC)c(C2CCN(c3nncc(-c4cc(C)oc4C)n3)C2)c1 (stereo unspecified)	-7
73	Cc1cccc(Cn2ccn(Cc3ccc(Cl)cc3)c(=O)c2=O)c1	0
74	CCCN(CCC)S(=O)(=O)c1ccc(NS(=O)(=O)c2ccc(C)cc2)cc1	4
75	Cc1ccc(CNC(=O)C(=O)NCC(c2cccs2)S(=O)(=O)c2ccccc2)cc1 (stereo unspecified)	1

# A draw from above in order of length of the SMILES, highest first:
No.	SMILES	RBX1-CUL1 inh
63	Cc1c(C(=O)NCC2OCCc3ccccc32)cnn1-c1ncc2c(n1)-c1ccccc1CCC2 (stereo unspecified)	-3
71	Cc1ccc2c(CC(=O)Nc3c(C(=O)c4ccc(F)cc4)oc4ccccc34)coc2c1	3
75	Cc1ccc(CNC(=O)C(=O)NCC(c2cccs2)S(=O)(=O)c2ccccc2)cc1 (stereo unspecified)	1
74	CCCN(CCC)S(=O)(=O)c1ccc(NS(=O)(=O)c2ccc(C)cc2)cc1	4
67	CS(=O)(=O)N1CCN(c2ccc(NC(=O)c3ccc(Br)o3)cc2)CC1	-4
69	Cc1ccc(O)c(C(=O)c2cnc3c(c2)COc2ccccc2-3)c1	3

# (more compounds)
No.	SMILES	RBX1-CUL1 inh
76	O=C(O)c1ccc(CNCc2ccc(C(=O)O)cc2)cc1	0
77	CN1CCN(CC(=O)N2Cc3ccccc3/C(=C\C#N)c3ccccc32)CC1	2
78	O=C(c1ccc2c(Cl)c3c(nc2c1)CCCC3)N1CCN(c2ccc(Cl)cc2)CC1	3
79	CC1CCc2cc(F)ccc2N1C(=O)c1ccc(Cl)c([N+](=O)[O-])c1 (stereo unspecified)	-5
80	Brc1ccccc1C=N[C@H](c1ccccc1)[C@H](N=Cc1ccccc1Br)c1ccccc1	0
81	Cc1cccc(C(=O)N(Cc2ccccc2F)C2CCS(=O)(=O)C2)c1 (stereo unspecified)	1
82	CCOC(=O)c1ccc(N2C(=O)CC(Nc3ccc(OC(F)(F)Cl)cc3)C2=O)cc1 (stereo unspecified)	-6
83	Cc1noc(C)c1C(=O)NCCC(c1ccccc1)c1ccccc1	-1
84	COc1cccc(OCCn2c(-c3ccc(Cl)cc3)nc3ccccc3c2=O)c1	0
85	CCn1cc(C(=O)NCc2ccccc2)c(=O)c2cc(S(=O)(=O)N3CCCCCC3)ccc21	-6
86	CCC(C)NC(=O)CSc1nc2n[nH]c(C)c2c(=N)n1-c1cc(Cl)ccc1C (stereo unspecified)	1
87	Cc1nn2c(C(F)(F)F)c3c(nc2c1-c1ccccc1)CCC3	-2
88	Clc1ccccc1-c1ccc(CNC2CC2)o1	-3
89	CCS(=O)(=O)Nc1cccc2ccccc12	12
90	COc1ccc(-c2noc(CN3CCCN(c4ncccn4)CC3)n2)c(OC)c1OC	6
91	Cc1ccc(Cl)cc1N1CCN(C(=O)c2ccc3c(c2)N(Cc2ccccc2F)C(=O)c2ccccc2S3=O)CC1 (stereo unspecified)	-4
92	Nc1nonc1-n1nnc(C(=O)O)c1CSc1ccccc1	-1
93	Cc1c(NC(=O)COc2ccccc2)cccc1-c1nc2ccccc2s1	0
94	COC(=O)CC1Oc2ccc(F)cc2-n2cc(-c3ccc(C)cc3)nc21 (stereo unspecified)	6
95	CCN(CC)S(=O)(=O)c1ccc2c(c1)N(CC(=O)Nc1c(C)cc(C)cc1C)C(=O)CS2	-3
96	COc1cc(CNC(=O)OCC(C)C)cc(OC)c1OC	-4
97	COc1ccc2c(c1)-c1c(sn(-c3cccc(C)c3)c1=S)C(C)(C)N2	3
98	Cc1ccc(CN2CCC(CN(C)Cc3ccc(CO)o3)CC2)o1	10
99	O=C(O)c1cccc(S(=O)(=O)Nc2ccc(NS(=O)(=O)c3cccc(C(=O)O)c3)cc2)c1	-5
100	COC(=O)c1ccccc1NC(=O)N1CCC(n2cc(C3CC3)nn2)CC1	-6
101	COc1ccc(C(=O)Nc2cccc(NC(=O)c3ccc(Cl)cc3Cl)c2)cc1Br	2
102	COc1ccc(-c2ccnc3[nH]n(-c4nc(C)cc(C)n4)c(=O)c23)cc1	4
103	Cc1ccccc1CCN1CCCC(CN(C)Cc2nccs2)C1 (stereo unspecified)	-3
104	Cc1ccn(CCC(=O)NC2CC(=O)N(CCc3cccc(Cl)c3)C2)n1 (stereo unspecified)	1
105	CCN1N=C(C)Cn2c1nc1c2c(=O)n(CC)c(=O)n1C	0
106	COc1ccc(Cn2ccnc2CO)cc1[N+](=O)[O-]	4
107	CC(C)(C)c1ccc(OCCn2c(=N)n(CCO)c3ccccc32)cc1	2
108	O=C(O)C1CSC2(CCN(Cc3ccccc3)CC2)N1 (stereo unspecified)	4
109	C=CCSc1nnc2c(n1)OC(c1ccc(C)s1)N(C(=O)CC)c1ccccc1-2 (stereo unspecified)	3
110	Nc1ccc2c(c1)nc(CO)n2CCO	9
111	CC(NC(=O)Cc1ccc(NC(=O)N2CCSc3ncccc32)cc1)c1ccccc1 (stereo unspecified)	6
112	N#Cc1cccc(Oc2ccc(C(=O)OCc3ccccc3)cc2)c1C#N	-3
113	COc1ccc(-c2[nH]ncc2CN2CCC(CCC(=O)NCC3CCCO3)CC2)cc1 (stereo unspecified)	14
114	Cc1nc(N2CCC(NC(Cn3cccn3)c3ccccc3)CC2)nc2ccc(F)cc12 (stereo unspecified)	1
115	Cc1cccc(-c2nn3c(Cn4cnc5ccccc54)nnc3s2)c1	3
116	COc1ccc(C(=O)NCC(c2ccc(N(C)C)cc2)N2CCc3ccccc32)cc1 (stereo unspecified)	-6
117	C=CCn1c(CSc2nc(C)cc(C)n2)nnc1SCC(=O)Nc1ccc(C(=O)OCC)cc1	3
118	CC(C)N(C)Cc1nnnn1CC(=O)N(C)Cc1cccc2cnccc12	-1
119	NC(=O)CSc1nc2sc3c(c2c(=O)n1Cc1ccccc1)CCCC3	-4
120	COc1ccc(/C(=N\NS(=O)(=O)c2ccc(C)cc2)c2ccc(OCC(C)C)cc2)cc1	11
121	COc1cc(CNCCSc2nnnn2C)ccc1OCc1c(F)cccc1Cl	-2
122	COc1ccc(OC)c(NC(=O)CN2C(=O)CC(c3ccco3)Sc3ccccc32)c1 (stereo unspecified)	1
123	O=C(Nc1ccc2nc(-c3cccs3)[nH]c2c1)c1ccco1	9
124	Cc1cc(N(CCO)Cc2ccccc2)n2nc(-c3ccc(C(C)(C)C)cc3)nc2n1	6
